# Screening data from PubChem.
# PKM2 act: qHTS Assay for Activators of Human Muscle isoform 2 Pyruvate Kinase. purified PKM2, Kinase-Glo ATP luminescence, activation; response scale: 0% is enzyme alone, no compound. Potency, µM (highest dose often 57.5 µM), for the others: at the highest dose activation, hits mostly activators. AID 1631, 2009. Pyruvate kinase PKM (Homo sapiens), P14618. 260,000 tested, 0.34% active; further: potency means the concentration at half of the fitted maximal effect; on the % scale 0 is the no-effect control and ±100 the full control effect; nearly all actives have a fitted effect of over 55% in size
#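 Purified hPK-M2 (>95%) run at intermediate activity with 0.1 mM ADP and 0.5 mM PEP in 50 mM imidazole pH 7.2, KCl, MgCl2; 1 h room temperature. ATP formed read by Kinase-Glo luminescence; normalized to uninhibited and no-enzyme controls.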
# Mito fusion yeast: qHTS Assay for Small Molecule Inhibitors of Mitochondrial Division or Activators of Mitochondrial Fusion | Potency, µM (highest dose often 46.1 µM), for the others: at the top dose growth rescue (activation), actives largely listed as activators | AID 485298, 2010 | 320,000 tested, 0.23% active | S. cerevisiae fusion-defective mutant growth rescue, CellTiterGlo 48 h;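 further: potency means the concentration at half of the fitted maximal effect; % of control where 0% means no effect; nearly all actives have a fitted effect of over 45% in size; temperature-sensitive fusion mutants such as fzo1-1 at 37 °C on non-fermentable ethanol glycerol medium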
#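 S. cerevisiae fusion-defective temperature-sensitive mutants (e.g. fzo1-1, mgm1-5) grown 48 h at 37C in YPEG (ethanol/glycerol non-fermentable) medium with 23 nl compound per well; growth rescue read as CellTiterGlo luminescence.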
# Menin MLL FP TR: qHTS Assay for Inhibitors Targeting the Menin-MLL Interaction in MLL Related Leukemias: Competition With Texas Red Labeled MLL-derived Mutant Peptide; O00255; Menin + Texas Red MLL mutant peptide, fluorescence polarization; Potency, µM (top dose mostly 61.6 µM), for inactives: top-dose FP activity change, negative = inhibition, most hits filed as inhibitors; 270,000 tested, 0.23% active; active means well fitted inhibition curve with a large enough effect in the polarisation, with a control signal flat, not every such curve was filed as active; inconclusive means small, poorly fitted or top-dose-only effect, or effect the other way, or a change in a side signal; inactive means no such curve, though single readings can be large or run the other way; the % refers to the polarisation; further: potency means the concentration at half of the fitted maximal effect; % of control where 0% means no effect; many of its hits are not listed in these tables
# Rab9 promoter act: qHTS Assay for Rab9 Promoter Activators; Huh7 Rab9 promoter-luciferase reporter, luminescence, 24 h; Potency, µM (series often up to 9.22 µM), inactives show at the highest dose activation, negative = inhibition, usual class: activators; 320,000 tested, 2.8% active; AID 485297, 2010; further: potency means the concentration at half of the fitted maximal effect; % of control where 0% means no effect; nearly all actives have a fitted effect of over 60% in size
#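 Stable Rab9-luc Huh7, 1500 cells/well, 2 h settle; cmpd in DMSO, 24 h, 37 °C/5% CO2; luciferase reagent 10 min RT; luminescence.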
# MBNL1-CUG inh: qHTS Assay for Inhibitors of MBNL1-poly(CUG) RNA binding. 280,000 tested, 0.036% active. TR-FRET MBNL1-His/biotin-(CUG)12 binding, 665/545 ratio. Potency, µM (titrated, usually from 57.5 µM), for the others: at the highest dose activity change, negative = inhibition, hits mostly inhibitors. Muscleblind-like protein 1 (Homo sapiens), Q9NR56; active means well fitted inhibition curve with a large enough effect in the signal ratio, with a control signal flat, not every such curve was filed as active; inconclusive means small, poorly fitted or top-dose-only effect, or effect the other way, or a change in a side signal; inactive means no such curve, though single readings can be large or run the other way; the % refers to the signal ratio; further: potency means the concentration at half of the fitted maximal effect; on the % scale 0 is the no-effect control and ±100 the full control effect
# Target sequence (Q9NR56 whole entry, looked up): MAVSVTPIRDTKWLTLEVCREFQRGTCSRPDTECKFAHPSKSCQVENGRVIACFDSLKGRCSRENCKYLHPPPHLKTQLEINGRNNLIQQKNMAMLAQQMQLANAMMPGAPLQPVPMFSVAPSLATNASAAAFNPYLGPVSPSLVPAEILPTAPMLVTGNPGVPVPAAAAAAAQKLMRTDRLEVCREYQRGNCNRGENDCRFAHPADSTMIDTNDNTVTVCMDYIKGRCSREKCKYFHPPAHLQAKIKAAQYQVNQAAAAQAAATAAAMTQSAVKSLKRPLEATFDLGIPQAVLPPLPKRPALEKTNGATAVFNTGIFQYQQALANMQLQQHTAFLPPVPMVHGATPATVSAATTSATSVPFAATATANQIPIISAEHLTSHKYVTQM
#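 Compounds (final 92 nM to 58 uM) are added to His-tagged MBNL1 and biotin-(CUG)12, then terbium anti-His antibody and streptavidin-XL665 (5 nM final). After 60 min at room temperature, the 665/545 nm ratio is read.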
# FLuc modulator: qHTS profiling assay for firefly luciferase inhibitor/activator using purifed enzyme and Km concentrations of substrates (counterscreen for miR-21 project); purified FLuc, Km substrates, luminescence inhibition; Potency, µM (top dose mostly 57.5 µM), for inactives: top-dose activity change, negative = inhibition, hits mostly inhibitors; 360,000 tested, 6.9% active;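 further: potency means the concentration at half of the fitted maximal effect; plate controls were vehicle for no effect and reference inhibitor for full effect; nearly all actives have a fitted effect of over 55% in size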
#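 Purified P. pyralis luciferase (10nM final) with 10uM D-luciferin and 10uM ATP (Km levels) in 50mM Tris acetate pH 7.5, 10mM Mg acetate, 0.01% Tween-20, 0.05% BSA; qHTS 6-point titration, ~60 µM downward; luminescence read.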
# KCNH2 3.1 inh: qHTS for Inhibitors of KCHN2 3.1: Mutant qHTS; activity change, % (tested at about 1.8 µM); Potassium voltage-gated channel subfamily H member 2, brain isoform KCNH2 3.1 (human); 340,000 tested, 0.95% active; U2OS KCNH2 3.1, thallium flux FluxOr; active compounds read low;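 active means maximum activity change below -70%; inconclusive means maximum activity change from -70% to -50%; inactive means maximum activity change above -50%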;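 further: thallium influx rate constant from kinetic fluorescence after stimulation buffer; on the % scale 0 is the no-effect control and ±100 the full control effect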
#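 Steps: virus added to U2OS suspension (4 h, RT, dark); medium with 10% FBS added, cells plated, 37 C overnight; FluxOr/Red40 loading buffer 45 min RT; stimulation buffer, 2 min kinetic read; rate constant normalized.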
# NPC1 promoter act: qHTS Assay for NPC1 Promoter Activators. Potency, µM (titrated, usually from 9.22 µM), without a hit: at the highest dose activation, most hits filed as activators. Huh7 NPC1 promoter luciferase reporter, 24 h. 320,000 tested, 2.4% active;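 further: potency means the concentration at half of the fitted maximal effect; % of control where 0% means no effect; nearly all actives have a fitted effect of over 60% in size; reporter is driven by a mutant NPC1 promoter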
#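 Readout is luciferase luminescence, reflecting NPC1 promoter activation in stably transfected Huh7 cells after 24 h compound exposure at 37 °C in reduced-serum medium with 10% FBS.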
# VP16 counter: VP16 counterscreen qHTS for inhibitors of ROR gamma transcriptional activity; Potency, µM (series often up to 53.6 µM), without a hit: top-dose activity, negative = inhibition, usual class: inhibitors; AID 2546, 2010; 310,000 tested, 3.5% active; Drosophila S2 Gal4-VP16 UAS-luciferase, luminescence, 20 h;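 further: Gal4-VP16 expression switched on by copper sulfate through the metallothionein promoter; potency means the concentration at half of the fitted maximal effect; on the % scale 0 is the no-effect control and ±100 the full control effect; nearly all actives have a fitted effect of over 50% in size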
# ELG1 DNA repair: qHTS screen for small molecules that inhibit ELG1-dependent DNA repair in human embryonic kidney (HEK293T) cells expressing luciferase-tagged ELG1; Potency, µM (doses to about 46.1 µM), without a hit: top-dose activity change, negative = inhibition, actives largely listed as inhibitors; 330,000 tested, 2.3% active; AID 504467, 2011; HEK293T ELG1-luciferase reporter, luminescence, 16 h; DNA damage induced by 5-fluorouridine; further: potency means the concentration at half of the fitted maximal effect; on the % scale 0 is the no-effect control and ±100 the full control effect; nearly all actives have a fitted effect of over 55% in size
#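 Luminescence from the luciferase reporter, measured 30 min after ONE-Glo reagent at room temperature, was the read-out. Beforehand, 2,000 cells per well were exposed for 16 hr at 37 °C to 5-fluorouridine together with compound or vehicle.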
# RORg inh: qHTS for inhibitors of ROR gamma transcriptional activity. Drosophila S2 Gal4-RORgamma UAS-luciferase reporter, 20 h. Potency, µM (series often up to 53.6 µM), for inactives: top-dose activity change, negative = inhibition, most hits filed as inhibitors. 310,000 tested, 5.4% active; further: potency means the concentration at half of the fitted maximal effect; on the % scale 0 is the no-effect control and ±100 the full control effect; nearly all actives have a fitted effect of over 60% in size
# Target sequence (P51450 whole entry, looked up, the tested form may be a part): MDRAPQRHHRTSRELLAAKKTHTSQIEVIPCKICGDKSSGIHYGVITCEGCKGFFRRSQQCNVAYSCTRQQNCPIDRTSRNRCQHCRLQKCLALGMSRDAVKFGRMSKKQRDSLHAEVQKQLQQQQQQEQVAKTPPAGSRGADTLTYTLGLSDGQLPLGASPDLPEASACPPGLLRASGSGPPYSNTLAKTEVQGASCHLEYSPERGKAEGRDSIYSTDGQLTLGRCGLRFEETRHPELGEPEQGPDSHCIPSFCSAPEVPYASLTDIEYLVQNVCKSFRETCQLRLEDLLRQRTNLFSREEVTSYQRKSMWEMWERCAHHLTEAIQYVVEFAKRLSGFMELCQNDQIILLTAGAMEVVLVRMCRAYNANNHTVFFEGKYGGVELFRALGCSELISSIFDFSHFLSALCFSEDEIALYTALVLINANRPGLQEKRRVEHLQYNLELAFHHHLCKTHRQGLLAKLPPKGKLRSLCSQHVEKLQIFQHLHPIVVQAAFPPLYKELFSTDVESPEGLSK
#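 Luminescence from a UAS-regulated Photinus luciferase reporter in stably transfected Drosophila Schneider cells is measured; decreased signal marks ROR gamma inhibition. Fusion expression is induced by 700 uM copper sulfate for 20 hr.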
# * hit, by the source's call; ? = inconclusive; · = not tested or not shown; & = joins results of further samples; [ ] = dose if it differs, or a comment. Unless noted, the call rests on the fitted dose curve; in most records, active means well fitted curve in the direction sought with a large enough effect; inconclusive means small, poorly fitted or top-dose-only effect, or another doubt; inactive means no such curve, though single readings can be large; an effect the other way counts as inactive or inconclusive. These rows are one share of the data; count on the stated rates, not on these rows.
SMILES,PKM2 act,Mito fusion yeast,Menin MLL FP TR,Rab9 promoter act,MBNL1-CUG inh,FLuc modulator,KCNH2 3.1 inh,NPC1 promoter act,VP16 counter,ELG1 DNA repair,RORg inh
O=C(O)c1ccc(Nc2nc3c(s2)CCCC3)cc1,-1%,2%,16%,0.04µM*,0%,0.3µM*,7,-28%,3.5µM*,?,1.3µM*
CC1=NN(C(=O)CCc2ccccc2)C(O)(c2ccncc2)C1 (stereo unspecified),-4%,3%,-1%,-3%,·,5%,2,-4%,?,18%,1.8µM*
Cc1[nH]c(C)c(S(=O)(=O)N2CCC(C)CC2)c1C(=O)N1CCCC1,·,-7%,-16%,-1%,1%,1%,5,-3%,-8%,-1%,-11%
COc1ccc(N2CCN(C(=O)Cc3cccs3)CC2)cc1,0%,4%,·,-1%,-1%,-1%,-24,-2%,10%,-1%,8%
COC(=O)C1(CCSC)NC(c2ccc(O)c(OC)c2)C2C(=O)N(c3ccc(C)cc3)C(=O)C21 (stereo unspecified),0%,-4%,8%,-16%,2%,5%,1,1%,17%,-18%,-1%
Cc1cccc(/C=N/n2c(C)cc(C)c(C#N)c2=O)c1,-9%,-2%,2%,1%,-5%,-6%,-9,-3%,-14%,-5%,-5%
Cc1c(C(=O)N2CCCC2)c(S(=O)(=O)Nc2ccccc2)c(C)n1C,3%,9%,8%,-4%,-5%,0%,15,0%,1%,6%,-11%
CC(=O)CNc1ccc(S(=O)(=O)N/N=C/c2ccccc2)cc1,1%,-1%,-1%,-4%,7%,2%,3,-3%,-3%,-1%,-2%
O=C(CN1CCN(c2ccccn2)CC1)N1c2ccccc2Sc2ccc(C(F)(F)F)cc21,4%,?,-4%,-6%,-4%,0%,-14,13%,3%,5%,-29%
Cc1nc(NC(=O)c2c(-c3ccccc3)noc2C)sc1C(=O)N(C)C,·,-2%,·,1%,0%,1%,-9,0%,0%,1%,-15%
COCC(=O)Nc1cc(C)cn(Cc2cccc(C(F)(F)F)c2)c1=O,0%,4%,-3%,0%,3%,-2%,-14,-2%,-1%,6%,1%
S=C1NCN(CCc2ccccc2)CN1,2%,-3%,·,5%,-10%,4%,-1,1%,-2%,10%,-19%
Cc1ccc(S(=O)(=O)Nc2cc3c4c(c2)CCN4C(=O)CC3)cc1,·,0%,·,3%,·,-1%,-3,-8%,·,?,·
COc1ccc(S(=O)(=O)NCCCCC(=O)O)cc1C(=O)O,0%,-3%,-1%,-2%,-2%,-1%,7,-1%,-17%,0%,10%
CCC(=O)Nc1cccc(C(=O)c2ccc(C)c(C)c2)c1,1%,14%,-2%,-5%,-4%,?,-2,1%,6%,12%,29%
CCN(CC(=O)Nc1ccc(NC(C)=O)cc1)C(=O)CCCc1nc2ccccc2s1,·,3%,·,-3%,·,-6%,31,1%,·,0%,·
Cc1cccc(OC(C)C(=O)N2CCc3ccccc3C2)c1 (stereo unspecified),0%,-2%,-13%,0%,-1%,3%,-17,-3%,-6%,1%,-19%
CCN(N=O)[C@@H](Cc1ccccc1)CN(N=O)[C@@H](Cc1ccccc1)CN(C)N=O,0%,0%,0%,-4%,8%,-2%,4,1%,-10%,-2%,16%
O=S1(=O)CCN2C(Cc3ccc(SC(F)F)cc3)=CSC2=N1,1%,0%,10%,0%,-5%,1%,-14,1%,-11%,-3%,3%
S=C(NCc1ccc2[nH]c3c(c2c1)CCCC3)Nc1ccccc1Cl,0%,-6%,?,1%,17%,4%,-14,1%,8.9µM*,-20%,3.2µM*
CC(C)(C)NC(=O)C(c1cccs1)N(CC1CCCO1)C(=O)c1ccc(-c2ccccc2)[nH]1 (stereo unspecified),1%,27%,-19%,-3%,-2%,3%,-5,-3%,-7%,3%,33%
COCCCNc1cc(C)nc2ccccc12,-7%,1%,-6%,-5%,5%,3%,-9,-4%,3%,-17%,-14%
CSCC[C@H](NC(=O)c1ccc(Br)o1)c1nnc2ccccn12,6%,6%,-6%,-5%,2%,3%,-2,-1%,9%,2%,-5%
NS(=O)(=O)c1ccc(NC(=O)COC(=O)CC2Sc3ccccc3NC2=O)cc1 (stereo unspecified),·,0%,·,3%,·,-19%,-10,4%,·,?,·
CCOC(=O)Cn1c(=O)c2c(nc3n2CCS3)n(C)c1=O,-4%,2%,-7%,0%,1%,9%,5,1%,-2%,1%,-24%

# Carrying on.
SMILES,PKM2 act,Mito fusion yeast,Menin MLL FP TR,Rab9 promoter act,MBNL1-CUG inh,FLuc modulator,KCNH2 3.1 inh,NPC1 promoter act,VP16 counter,ELG1 DNA repair,RORg inh
C/C(=N\Nc1ccc(F)cc1)c1ccc(N2CCOCC2)c(F)c1,·,-13%,-17%,3%,1%,-13%,-1,2%,2%,2%,2%
Cc1cccc(CCNS(=O)(=O)c2ccc3c(c2)NC(=O)C(C)S3)c1 (stereo unspecified),·,3%,5%,0%,-14%,1%,-21,-1%,-6%,10%,-10%
CN(C(=O)COc1ncnc2sccc12)C1CCCCC1,·,-4%,·,5%,·,·,-22,-2%,·,1%,·
Cc1ccc(-c2nc(SCC(N)=O)c(C#N)c3c2CCCC3)cc1,3%,13%,?,-5%,12%,2%,-11,2%,-2%,?,15%
CC(=O)c1cc2c(cc1N/C(=N/S(=O)(=O)c1ccc(C)cc1)c1ccccc1)OCO2,12%,?,-4%,-8%,?,-13%&-1%,7,3%,-6%,?,-4%
CCOc1ccc(NC(=O)C2CC(=O)N(C)C(=Nc3ccc4c(c3)OCO4)S2)cc1 (stereo unspecified),-6%,-1%,17%,7%,-9%,-10%,-6,0%,0%,0%,-17%
Cc1ccccc1OCC(=O)NNC(=O)c1cc(S(=O)(=O)N(C)C)ccc1N1CCCC1,0%,-2%,·,-1%,-1%,2%,5,0%,-5%,-18%,25%
O=C(Nc1cccnc1)c1cccc(S(=O)(=O)Nc2ccccc2F)c1,·,1%,·,-2%,·,-8%,-6,-5%,·,?,·
Cc1ccc(SCc2cc(=O)n3[nH]c(C)nc3n2)cc1,-3%,-6%,13%,-9%,-8%,?,4,-2%,·,15%,10%[0.365 µM]
COc1ccc(Cc2nnc(NC(=O)Nc3ccc(F)cc3)s2)cc1OC,·,10%,57%[activator],-9%,20%,-2%,11,-2%,-1%,?,21%
O=C(NCc1ccco1)c1cnc2sccn2c1=O,-4%,-4%,-1%,-5%,?,-2%,4,2%,-10%,14%,?
COc1cc(C(=O)NCCC(c2ccccc2)c2ccccc2)cc(OC)c1OC,2%,8%,-1%,0%,5%,3%,34,1%,22%,?,37%
CN1C(=O)c2ccccc2Sc2ccc(NC(=O)NC3CC3)cc21,1%,-3%,5%,-2%,-9%,0%,5,-7%,-8%,-18%,25%
CCN(C(=S)NC(=O)C1CC1)c1ccccc1,0%,-5%,-3%,3%,1%,5%,25,-5%,?,2%,?
CC(=O)c1c(Nc2ccc3c(c2)OCCO3)oc(C)cc1=O,40%,1%,5%[11.7 µM],-18%,10%,27µM*,2,-1%,-3%,?,-24%
Cn1c(=O)c2c(ncn2CC(=O)N/N=C/c2c[nH]c3ccccc23)n(C)c1=O,-2%,-1%,·,-4%,·,-3%,·,-5%,-11%,0%,-11%
COc1ccc(C)cc1NC(=O)CN(C)S(=O)(=O)c1cc(C)ccc1OC,1%,5%,5%,-2%,0%,-3%,8,0%,-7%,-22%,-4%
CC[n+]1c(-c2ccccc2)csc1Nc1c(C)n(C)n(-c2ccccc2)c1=O,16%,-16%,-26%,-10%,-5%,0%,-21,1%,-9%,?,?
CC(=Nc1ccc2c(c1)nc(CO)n2C)C1=C(O)CC(C)(C)CC1=O,-1%,0%,1%,-1%,9%,?,-1,4%,-2%,15%,10%
CC(C)S(=O)(=O)C/C(N)=N/OC(=O)c1cc(Cl)cc(Cl)c1,1%,6%,·,-3%,·,3%,1,-5%,-1%,-4%,-1%
CN(CC(=O)Nc1ccc(F)cc1)C(=O)CSc1ccc2c(c1)OCCO2,·,-1%,·,2%,·,4%,9,8%,·,9%,·
BrC(=C\c1ccccc1)/C=N/N1CCN(c2ccccn2)CC1,-8%,17%,-17%,22%,13%,?,-6,?,?,?,?
COc1ccc(Cl)cc1C(=O)NNC(=O)c1cccc([N+](=O)[O-])c1,0%,5%,10%,-4%,10%,-8%,0,-1%,-4%,3%,-35%
